Compound activity: PubChem, several laboratories
Pf gamet viab = kills late stage P. falciparum gametocytes; P. falciparum stage V gametocytes, ATP luminescence, 24 h; inhibition, % at 10.9 µM; hit rate 0.065% among 150,000; AID 743093;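 active = inhibition above the mean plus 3 SD of compounds within the control limits, set per campaign, cut at about 38% in these data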;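 note: 0% = DMSO wells and 100% = medium only without gametocytes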
Mcl1-Noxa inh = Mcl-1/Noxa interaction inhibition; inhibition, % at 21.7 µM; hit rate 1.5% among 220,000; TR-FRET Mcl-1/Noxa peptide binding, 2 h; Q07820;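 active = compounds that cut the protein-peptide binding signal by more than 50% relative to plate controls in a single-dose test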;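 note: His-tagged Mcl-1 with rhodamine Noxa BH3 peptide and terbium anti-His antibody; 0% = Mcl-1 plus Noxa peptide wells and 100% = peptide-only wells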
Target sequence (Q07820 whole entry, looked up): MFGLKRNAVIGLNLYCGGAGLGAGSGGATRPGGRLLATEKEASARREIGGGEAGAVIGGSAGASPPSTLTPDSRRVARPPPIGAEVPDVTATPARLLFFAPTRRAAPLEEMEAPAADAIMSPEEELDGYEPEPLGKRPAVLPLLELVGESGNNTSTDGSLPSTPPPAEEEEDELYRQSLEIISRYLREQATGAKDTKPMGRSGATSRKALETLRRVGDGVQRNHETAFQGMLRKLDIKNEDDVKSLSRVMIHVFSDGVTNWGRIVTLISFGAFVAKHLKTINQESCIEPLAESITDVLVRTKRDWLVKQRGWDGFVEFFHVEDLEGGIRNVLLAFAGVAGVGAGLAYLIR
Mcl1-Bid inh = Mcl-1/Bid interaction inhibition. TR-FRET Mcl-1/Bid-Dy647 peptide binding, 1536-well. Q07820. inhibition, % at 21.7 µM. hit rate 0.97% among 220,000;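 active = compounds that cut the binding signal by more than half at the single screening dose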;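 note: His-tagged Mcl-1 with europium anti-His antibody binding Bid BH3 peptide; 0% = Mcl-1 plus peptide wells and 100% = peptide-only wells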
Bim-Mcl-1 = inhibitors of Bim-Mcl-1 interaction, human; Q07820; Bead-based flow cytometry, Bim peptide-Mcl-1 binding; inhibition, % at 10 µM; hit rate 0.1% among 190,000; AID 1009; in the data active = inhibition above about 40%;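 note: 0% = no compound tracer wells and 100% = peptide blocker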
Rab2A wt mod = changes GTP binding to wildtype dog Rab2A, up or down; P61105; GST-Rab2 wt beads, Bodipy-GTP binding, flow cytometry; GTP binding activity, % at 10 µM; hit rate 0.19% among 190,000; AID 760;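 active = GTP binding activity at least 20 points away from 100%, either lowered or raised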;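 note: 0% = beads with excess unlabeled GTP and 100% = no-compound control corrected for plate trend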
Rac1 act GTP bind = human Rac1 activated mutant GTP binding change. P63000. GST-Rac1 activated beads, fluorescent GTP binding, flow cytometry; actives lie on both sides; 100% means binding = to untreated wells. percent activity (GTP binding), % at 10 µM. hit rate 0.11% among 190,000. AID 764;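 active = GTP binding at least 20 percentage points away from the 100% baseline, in either direction, so actives lie on both sides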
Rac1 wt GTP bind = alters GTP binding to wildtype human Rac1; P63000; GST-Rac1 beads, fluorescent GTP binding, flow cytometry; actives lie on both sides; 0 = cold GTP competed, 100 = untreated; GTP binding activity (% of control), % at 10 µM; hit rate 0.27% among 190,000; AID 757;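 active = GTP binding activity at least 20 points away from the 100% control level, either lower or higher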
RGS8-Gao reg = modulates binding of RGS8 to human Galphao; P09471; multiplexed bead flow cytometry; actives lie on both sides; response (percent of control binding), % at 10 µM; hit rate 0.34% among 220,000; in the data active = response below about 60% or above about 140%; inactive = in between;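 note: Galphao activated as the GDP aluminium fluoride complex binding bead-coupled RGS8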
Target sequence (P09471 whole entry, looked up): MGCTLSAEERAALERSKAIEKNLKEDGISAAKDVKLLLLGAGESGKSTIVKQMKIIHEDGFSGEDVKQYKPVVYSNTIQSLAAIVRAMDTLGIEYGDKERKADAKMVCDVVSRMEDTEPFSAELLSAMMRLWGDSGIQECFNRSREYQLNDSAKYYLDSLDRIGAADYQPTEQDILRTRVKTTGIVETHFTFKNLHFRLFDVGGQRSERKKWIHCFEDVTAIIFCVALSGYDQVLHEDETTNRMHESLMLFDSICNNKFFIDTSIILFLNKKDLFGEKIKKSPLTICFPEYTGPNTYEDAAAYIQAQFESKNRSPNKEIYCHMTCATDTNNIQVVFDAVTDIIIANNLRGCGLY
Rab7 wt modul = alters GTP binding to wildtype dog Rab7; AID 758; GTP binding activity (percent of control), % at 10 µM; GST-Rab7 beads, fluorescent GTP binding, flow cytometry; actives lie on both sides; untreated = 100%, excess cold GTP = 0%; hit rate 0.055% among 190,000;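 active = fluorescent GTP binding to Rab7 beads changed by at least 20 points from the 100% baseline, either direction, mostly lower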;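 note: median green fluorescence of bound Bodipy-FL-GTP per Rab7 bead population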
Cdc42 wt = human Cdc42 wildtype GTP binding change, either direction. P60953. GST-Cdc42 beads, Bodipy-GTP binding, flow cytometry; actives lie on both sides. percent activity (GTP binding), % at 10 µM. hit rate 0.2% among 190,000. AID 761;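 active = percent activity GTP binding at least 20 points away from the 100% baseline, either down as inhibitor or up as activator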;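 note: median bead fluorescence of bound Bodipy-FL-GTP at 100 nM; 0% = excess unlabeled GTP control and 100% = no compound control; below 100% means less GTP binding so inhibitor and above means activator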
HRas wt GTP = modulators of GTP binding to human HRas wildtype | AID 759 | P01112 | GTP binding activity, % at 10 µM | hit rate 0.14% among 190,000 | GST-Ras wt beads, Bodipy-FL-GTP binding, flow cytometry; actives lie on both sides;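 active = GTP binding activity at least 20% away from the 100% baseline, either lowered as inhibitor or raised as activator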;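 note: 0% = unlabeled GTP competition control and 100% = no-compound control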
Target sequence (P01112 whole entry, looked up): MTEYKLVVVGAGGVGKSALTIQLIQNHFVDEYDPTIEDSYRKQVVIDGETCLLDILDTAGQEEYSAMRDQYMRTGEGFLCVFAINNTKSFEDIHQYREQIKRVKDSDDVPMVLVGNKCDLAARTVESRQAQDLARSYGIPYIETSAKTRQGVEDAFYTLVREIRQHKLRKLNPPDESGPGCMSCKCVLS
An asterisk follows results filed as active; nt = not tested or not shown.

Molecule | Pf gamet viab | Mcl1-Noxa inh | Mcl1-Bid inh | Bim-Mcl-1 | Rab2A wt mod | Rac1 act GTP bind | Rac1 wt GTP bind | RGS8-Gao reg | Rab7 wt modul | Cdc42 wt | HRas wt GTP
CCC(c1ccccc1)c1nc(-c2cccnc2)no1 (stereo not given) | -1 | -2 | -15 | -1 | 98 | 98 | 98 | 100 | 97 | 98 | 97
COc1ccc(OCC(=O)Nc2ccc(N3CCN(C(=O)c4ccco4)CC3)cc2)cc1 | 8 | -8 | -38 | 0 | 98 | 94 | 95 | 102 | 106 | 95 | 100
CCN(CC)c1ccc2c(O)cc(=O)oc2c1 | 12 | 23 | -9 | -3 | 99 | 97 | 100 | 103 | 102 | 98 | 98
CCOC(=O)c1c(C)[nH]c(C(=O)CSc2nnnn2-c2ccccc2)c1C | nt | -62 | -40 | -2 | 104 | 103 | 107 | 101 | 101 | 104 | 101
COc1cnc(SC(C)C)[nH]c1=O | -11 | 13 | -26 | -2 | 98 | 99 | 99 | 94 | 99 | 97 | 97
CC(C)C(=O)NNC(=O)c1ccccn1 | 22 | -39 | -39 | 16 | 100 | 100 | 105 | 101 | 105 | 101 | 102
Cc1cccc(C(=O)NC(C(=O)Nc2ccccc2N2CCOCC2)C(C)C)c1 (stereo not given) | -27 | 0 | -1 | 0 | 101 | 97 | 99 | 103 | 102 | 101 | 99
Cc1ccc(N/N=C/c2ccc3c(c2)OCCO3)cc1Cl | 15 | 11 | -9 | 0 | 103 | 98 | 104 | 100 | 100 | 101 | 99
CCC(C)[C@@H](C(=O)N1CCNCC1)n1cc(CCCN=C(N)N)nn1 (stereo not given in full) | nt | 7 | -2 | 4 | 97 | 97 | 97 | 99 | 96 | 95 | 98
O=S(=O)(c1cccc(S(=O)(=O)N2CCOCC2)c1)N1CCCCC1 | 14 | 3 | -17 | -3 | 99 | 98 | 103 | 101 | 100 | 102 | 101
CCOc1ccccc1N(CC(=O)Nc1cc(OC)ccc1OC)S(C)(=O)=O | nt | 17 | -14 | -1 | 97 | 96 | 98 | 103 | 98 | 100 | 98
CCCN=Cc1sc2ccc(OCC)cc2c1O | nt | 1 | -16 | -3 | 99 | 97 | 100 | 98 | 100 | 97 | 98
CCCOc1ccc(NCC(=O)Nc2ccc(C)cc2C)cc1 | -5 | -2 | -42 | 0 | 98 | 94 | 97 | 99 | 99 | 95 | 98
OCCN1CCN(c2ncnc3sc(-c4ccccc4)cc23)CC1 | -23 | 13 | -10 | -1 | 99 | 99 | 100 | 101 | 104 | 98 | 100
O=C(/C=C/c1cccc([N+](=O)[O-])c1)NCCSCc1ccc(Cl)cc1Cl | 1 | 9 | 2 | -5 | 96 | 95 | 98 | 100 | 97 | 96 | 96
CN(C)c1ccc(C(CNS(=O)(=O)c2ccc(F)c(F)c2)c2c[nH]c3ccccc23)cc1 (stereo not given) | -14 | 21 | -56 | -5 | 98 | 99 | 102 | 100 | 99 | 98 | 99
COc1ccc2c(c1)c(C(O)CN1CCC3(CC1)OCCO3)c(C)n2C (stereo not given) | nt | 6 | -32 | -1 | 102 | 100 | 104 | 105 | 98 | 104 | 101
CCn1c(CNC(=O)Cc2ccc(OC)cc2)nnc1SCC(=O)NC1CCCCC1 | 13 | -16 | -2 | 13 | 100 | 100 | 105 | 103 | 97 | 106 | 100
COc1ccc(CNC(=O)CCCOc2cc(=O)n(C)c3ccccc23)cc1 | nt | 14 | -28 | -1 | 101 | 96 | 105 | 104 | 100 | 102 | 102
O=C(CCn1c(=O)[nH]c2ccsc2c1=O)NCCc1ccc(Cl)cc1 | nt | 10 | 6 | 0 | 99 | 98 | 103 | 97 | 100 | 99 | 101
O=C(CCSc1nnc(-c2ccncc2)o1)Nc1cccc2ccccc12 | nt | 11 | -24 | 0 | 99 | 98 | 103 | 103 | 102 | 99 | 103
O=C(COC(=O)c1ncc(Cl)c(Cl)c1Cl)NC(=O)NCc1ccccc1 | 5 | -12 | -14 | -2 | 92 | 95 | 92 | 91 | 92 | 93 | 91
CC(=O)c1c(C(C)=O)c(C)n(-c2ccc(C)c(NC(=O)c3ccccc3Cl)c2)c1C | nt | -7 | -25 | -2 | 101 | 99 | 103 | 102 | 103 | 96 | 101
Cc1c(C(=O)OCC2CCCO2)[nH]c2c1C(=O)CC(c1ccco1)C2 (stereo not given) | nt | 70* | 9 | 0 | 96 | 92 | 95 | 100 | 97 | 97 | 97
O=C(Nc1ccc2nc(-c3ccco3)c(-c3ccco3)nc2c1)N1CCCCCC1 | nt | 105* | 59* | 16 | 90 | 91 | 90 | 78 | 92 | 90 | 91
COC(=O)c1cc(Cl)cc(Cl)c1OS(=O)(=O)N(C)C | 0 | 4 | -18 | -2 | 95 | 95 | 96 | 100 | 94 | 96 | 96
c1ccc(Nc2nc(CSc3ncn[nH]3)cs2)cc1 | nt | 3 | -58 | -3 | 97 | 91 | 92 | 99 | 95 | 91 | 93
CCN1CCCC1CNC(=O)C1c2cc(OC)c(OC)cc2C(=O)N(C)C1c1cccnc1 (stereo not given) | nt | 1 | -13 | 2 | 95 | 93 | 92 | 100 | 94 | 97 | 97
CC(C)Oc1cccc(C(=O)C2CCCN(S(C)(=O)=O)C2)c1 (stereo not given) | 15 | -27 | -33 | 1 | 98 | 94 | 98 | 82 | 102 | 98 | 94
Cc1cc(OC(=O)c2c(Cl)cc(Cl)cc2Cl)nc(C)n1 | nt | 16 | 26 | -2 | 97 | 97 | 100 | 100 | 98 | 97 | 95
Cc1ccccc1OCCNc1cc(N2CCCCC2)ccc1[N+](=O)[O-] | nt | nt | -14 | -1 | 92 | 93 | 92 | 93 | 94 | 94 | 95
NC1=NC(=O)CC(C(=O)NCc2ccccc2)S1 (stereo not given) | nt | 9 | -41 | 0 | 101 | 102 | 103 | 104 | 98 | 102 | 100
COc1ccc(C)cc1S(=O)(=O)NCCc1ccccc1 | 9 | -8 | -22 | 0 | 100 | 96 | 108 | 101 | 101 | 101 | 103
CCOC(=O)c1ccc(NC(=O)Cc2coc3cc4c(cc23)CCC4)cc1 | 17 | 18 | -6 | -6 | 98 | 99 | 102 | 104 | 98 | 101 | 99
COc1ccc(NC(=O)c2cccc(OS(=O)(=O)N(C)C)c2)cc1 | 7 | 2 | -32 | 0 | 101 | 96 | 101 | 99 | 104 | 95 | 100
O=c1[nH]c2ccc(Cl)cc2c(-c2ccccc2)c1N1CCN(c2ccccn2)CC1 | -22 | -70 | -14 | -1 | 98 | 100 | 105 | 100 | 101 | 100 | 101
c1ccc2[nH]c(C3CC3)nc2c1 | -12 | -7 | -15 | 2 | 99 | 95 | 97 | 106 | 101 | 95 | 96
Cc1nc(N2CCN(S(=O)(=O)c3ccccc3)CC2)c2cc(-c3ccccc3)sc2n1 | nt | -12 | -27 | 0 | 99 | 98 | 102 | 101 | 98 | 98 | 99
COc1cc(CN2CCC(C(=O)N3CCN(c4ccccc4F)CC3)CC2)cc(OC)c1O | -2 | 29 | 51* | 0 | 97 | 97 | 96 | 100 | 99 | 97 | 98
CCOc1cc(C2C(C#N)=C(N)OC3CCCC(=O)C32)ccc1OCCN1CCOCC1 (stereo not given) | 1 | -1 | -28 | -1 | 99 | 99 | 100 | 100 | 97 | 99 | 101
Cc1ccccc1NC1=C(Cl)C(=O)OC1OC(=O)c1ccccc1C (stereo not given) | 12 | 24 | 9 | -3 | 96 | 95 | 100 | 98 | 85 | 97 | 96
O=C(CSc1cccc2cccc(Cl)c12)OCC(=O)N1CCN(C(=O)c2ccco2)CC1 | nt | 31 | 15 | -2 | 99 | 100 | 107 | 95 | 95 | 99 | 100
COc1ccc(N(CC(=O)NCCSCc2ccco2)S(=O)(=O)c2ccccc2)cc1 | 24 | 7 | -24 | 0 | 98 | 96 | 100 | 101 | 102 | 97 | 101
COc1cccc(Cn2cccc(NC(=O)Nc3ccc(C#N)cc3)c2=O)c1 | nt | 17 | -8 | -1 | 95 | 93 | 94 | 99 | 98 | 96 | 96
Cc1c(C(=O)OC(C)C)sc2nc[nH]c(=O)c12 | nt | 24 | -32 | -5 | 94 | 93 | 99 | 100 | 100 | 92 | 96
Cc1ccc(C(=O)O/N=C(/c2nonc2N)N(C)C)cc1 | 11 | -4 | -2 | -1 | 97 | 95 | 97 | 103 | 103 | 99 | 100
CCOC(=O)c1cc(CC)sc1NC(=O)c1cc(OC)c(OC)c(OC)c1 | nt | -6 | 3 | 0 | 103 | 102 | 107 | 104 | 103 | 104 | 102
O=S(=O)(NCCSc1nnc(-c2ccco2)n1-c1ccccc1)c1ccccc1 | -13 | 7 | -6 | 0 | 98 | 98 | 101 | 96 | 100 | 98 | 98
Cc1cccc(NC(=S)Nc2ccccn2)c1C | -5 | 10 | -20 | 0 | 102 | 99 | 104 | 99 | 101 | 105 | 102
Cc1occc1C(=O)N1CCN(C(=O)C2CCCO2)CC1 (stereo not given) | nt | -12 | -18 | -3 | 101 | 100 | 105 | 103 | 101 | 106 | 102
c1ccc2c(c1)CSc1sccc1C2=C1CCNCC1 | 4 | 7 | -85 | 0 | 98 | 99 | 101 | 107 | 95 | 102 | 98
Cc1cccc(NC(=O)Cn2c(=O)n(C)c3ccccc32)c1 | -12 | 9 | -6 | 0 | 99 | 99 | 105 | 103 | 100 | 101 | 102
CCc1nnc(NC(=O)CCC(=O)N2CCN(Cc3cc(Cl)ccc3OC)CC2)s1 | nt | -5 | 9 | 1 | 102 | 103 | 104 | 103 | 103 | 105 | 102
CCOC(=O)c1cc2c(=O)n3ccccc3nc2n(C(C)C)c1=NC(=O)c1c(-c2c(F)cccc2Cl)noc1C | 0 | 0 | -1 | 23 | 97 | 95 | 95 | 99 | 98 | 92 | 93
